Screens from PubChem.
N370S GC: N370S glucocerebrosidase modulation, Gaucher chaperone candidate. N370S GC spleen homogenate, 4MU-glucoside fluorescence. Potency, µM (highest dose often 59.4 µM), for the others: at the highest dose activity change, negative = inhibition, actives largely listed as inhibitors. P04062. 330,000 compounds, 0.092% hits;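 also: 0% = full enzyme activity and -100% = no enzyme basal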
KAT2A inh: GCN5L2 (KAT2A) acetyltransferase inhibition; Q92830; GCN5L2 HAT assay, ThioGlo1 CoA-SH fluorescence; Potency, µM (titrated, usually from 58.9 µM), without a hit: at the top dose activity change, negative = inhibition, hits mostly inhibitors; 390,000 compounds, 0.21% hits; AID 504327
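GCN5L2 (20nM final) in 50mM HEPES, 0.1mM EDTA pH 7.5, 0.01% Tween-20 was preincubated 15 min at room temperature with compound, then given ThioGlo1 (50uM), H3(1-25) peptide (75uM) and acetyl-CoA (70uM); CoA-thiol fluorescence (Ex340/Em540) was read at 0 and 20 min.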
FEN1 inhibitor: blocks human flap endonuclease 1. P39748. 390,000 compounds, 0.35% hits. Potency, µM (doses to about 114 µM), inactives show at the top dose activity change, negative = inhibition, usual class: inhibitors. AID 588795. Recombinant FEN1 flap cleavage, fluorescence, 15 min; also: nearly all actives have a fitted effect of over 65% in size
Target sequence (P39748 whole entry, looked up): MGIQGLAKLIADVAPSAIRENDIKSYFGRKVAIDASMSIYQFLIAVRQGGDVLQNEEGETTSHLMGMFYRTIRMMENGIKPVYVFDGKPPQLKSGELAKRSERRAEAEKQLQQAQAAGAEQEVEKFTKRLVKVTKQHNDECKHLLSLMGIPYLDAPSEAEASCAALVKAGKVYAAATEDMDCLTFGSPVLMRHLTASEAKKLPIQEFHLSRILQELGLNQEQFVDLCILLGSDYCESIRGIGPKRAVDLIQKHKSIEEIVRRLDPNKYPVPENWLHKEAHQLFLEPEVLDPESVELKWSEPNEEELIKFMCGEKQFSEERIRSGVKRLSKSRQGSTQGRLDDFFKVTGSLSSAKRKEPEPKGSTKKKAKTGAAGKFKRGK
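With each library titrated from low to high concentration, compounds met 10 nM FEN1 for 15 min at room temperature before 50 nM substrate was added; readings at 0 and 15 min fed four-parameter Hill curve fits.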
An asterisk follows results filed as active; ? = inconclusive; . = not tested or not shown; & = joins results of further samples; [ ] = another dose, or the depositor's remark. Calls follow the shape of the dose curve; as a rule, active = well fitted curve in the direction sought with a large enough effect; inconclusive = small, poorly fitted or top-dose-only effect, or another doubt; inactive = no such curve, though single readings can be large; an effect the other way counts as inactive or inconclusive. Unless noted, % is scaled to controls: 0 for no effect and ±100 for the full control effect; potency is read from the fitted curve at half-maximal effect. An excerpt; count on the stated rates, not on these rows.

N370S GC | KAT2A inh | FEN1 inhibitor | Molecule
3% | -4% | 3% | Cc1ccc(NC2CCCCC2NS(=O)(=O)c2ccc(Cl)cc2)cc1 (stereo not drawn)
-20% | -1% | 5% | COCCCNCCCOc1ccc(Cl)cc1C(C)(C)C
1% | -5% | -21% | CC(=O)N1N=C(c2cccc([N+](=O)[O-])c2)OC1c1ccc(Br)cc1 (stereo not drawn)
-1% | -7% | -2% | Cc1cccc(NC(=S)NCC2CCCO2)c1 (stereo not drawn)
. | -1% | 12% | C[C@H](CO)N1C[C@H](C)[C@@H](CN(C)C(=O)Nc2ccc3c(c2)OCO3)Oc2ccc(NS(=O)(=O)c3ccccc3)cc2C1=O
1% | 3% | 4% | Cn1c(=O)n(Cc2ccccc2)c2ccccc21
? | -26% | . | Cc1ccc2c(-c3csc(N)n3)c[nH]c2c1
1% | -6% | -4% | CC1(C)CC(O)C(C(O)c2cccc([N+](=O)[O-])c2)C(C)(C)N1 (stereo not drawn)
-18% | -18% | . | COc1cc2c(C#N)c(N3CCN(C)CC3)nc(N)c2c(N)n1
. | -3% | 4% | CCOc1cc(C2C(C(=O)Nc3ccc(OC)cc3)=C(C)Nc3nc(SC)nn32)ccc1O (stereo not drawn)
-1% | -15% | -17% | N#CCCN(C(=O)CO/N=C/c1cccc([N+](=O)[O-])c1)c1ccccc1
16% | 1% | -6% | CSc1nnc(CNC(=O)C23CC4CC(CC(C4)C2)C3)n1Cc1ccccc1
-1% | 2% | 5% | CCCCOc1ccc(C(NC(=O)OCC)NC(=O)OCC)cc1
8% | 3% | -4% | COc1cc2nc(CN3CCC(Cc4ccccc4)CC3)[nH]c(=O)c2cc1OC
. | -17% | 0% | COc1cc(NC(=O)c2noc3c2CSc2ccccc2-3)cc(OC)c1OC
. | -4% | -7% | COc1cc(OC)c(NC(=O)CC(C)S(=O)(=O)c2ccc3c(c2)NC(=O)CO3)cc1Cl (stereo not drawn)
-3% | -3% | -15% | C=CCN1C=C/C(=C\C=C(C#N)C#N)c2ccccc21
. | -3% | 7% | CC(CCc1ccccc1)NC(=O)CSc1n[nH]c(-c2ccccc2Cl)n1 (stereo not drawn)
11% | -6% | 12% | CN(C)C(=O)c1c(C(F)(F)F)nn(C)c1Cl
-33% | ? | 1% | COc1ccc(-c2c[n+]3c4n2CCCCC4=C(c2ccc(Br)cc2)C3)cc1
-28% | -4% | 3% | Cc1nn(CC(=O)NCCCN2CCOCC2)c(C)c1[N+](=O)[O-]
. | -1% | -2% | CC1Cc2cc(S(=O)(=O)CCC(=O)Nc3cccc(F)c3)ccc2N1C(=O)C1CC1 (stereo not drawn)
0% | -2% | -2% | CC(C)[C@H](NC(N)=O)C(=O)Nc1cccc([N+](=O)[O-])c1
0% | -24% | -2% | COc1ccccc1CCNC(=O)C1CCC(=O)N(C2CCCCCC2)C1 (stereo not drawn)

An excerpt from above in order of number of heavy atoms, lowest first.
N370S GC | KAT2A inh | FEN1 inhibitor | Molecule
11% | -6% | 12% | CN(C)C(=O)c1c(C(F)(F)F)nn(C)c1Cl
0% | -2% | -2% | CC(C)[C@H](NC(N)=O)C(=O)Nc1cccc([N+](=O)[O-])c1
-28% | -4% | 3% | Cc1nn(CC(=O)NCCCN2CCOCC2)c(C)c1[N+](=O)[O-]
-1% | 2% | 5% | CCCCOc1ccc(C(NC(=O)OCC)NC(=O)OCC)cc1
-1% | -15% | -17% | N#CCCN(C(=O)CO/N=C/c1cccc([N+](=O)[O-])c1)c1ccccc1
-33% | ? | 1% | COc1ccc(-c2c[n+]3c4n2CCCCC4=C(c2ccc(Br)cc2)C3)cc1
. | -17% | 0% | COc1cc(NC(=O)c2noc3c2CSc2ccccc2-3)cc(OC)c1OC
8% | 3% | -4% | COc1cc2nc(CN3CCC(Cc4ccccc4)CC3)[nH]c(=O)c2cc1OC
. | -1% | -2% | CC1Cc2cc(S(=O)(=O)CCC(=O)Nc3cccc(F)c3)ccc2N1C(=O)C1CC1 (stereo not drawn)
. | -4% | -7% | COc1cc(OC)c(NC(=O)CC(C)S(=O)(=O)c2ccc3c(c2)NC(=O)CO3)cc1Cl (stereo not drawn)
. | -3% | 4% | CCOc1cc(C2C(C(=O)Nc3ccc(OC)cc3)=C(C)Nc3nc(SC)nn32)ccc1O (stereo not drawn)

(cont.)
N370S GC | KAT2A inh | FEN1 inhibitor | Molecule
1% | -11% | . | Cc1ccc2[nH]c3c(N4CCN(Cc5ccc6c(c5)OCO6)CC4)ncnc3c2c1
. | -10% | -16% | CC1CCN(c2ccc(NC(=O)C3CCCN3S(=O)(=O)c3ccc(F)cc3)cc2)CC1 (stereo not drawn)
-2% | 0% | -2% | COc1cc(C(=O)OCC(=O)NCc2ccc(F)cc2)ccc1OCC(C)C
-3% | -1% | -5% | CC(C)CN(C(=O)COC(=O)c1nc(Cl)ccc1Cl)c1c(N)n(Cc2ccccc2)c(=O)[nH]c1=O
1% | -5% | 16% | COc1cnn(-c2ccc(C)cc2)c(=O)c1Br
-10% | -6% | -4% | CCOc1cccc(CN2CCCC(N3CCN(c4cccc(Cl)c4)CC3)C2)c1O (stereo not drawn)
. | -3% | 13% | Cc1onc(-c2ccccc2Cl)c1C(=O)Nc1cccc(S(=O)(=O)N2CCOCC2)c1
12% | -6% | -11% | Cc1csc(NC(=O)c2ccc(Cl)cc2[N+](=O)[O-])n1
-5% | -4% | -10% | CCN1CCN(c2ccc(S(=O)(=O)N3CCCCC3)cc2NC(=O)c2ccc(OC(F)F)cc2)CC1
-10% | -3% | -18% | O=C(NN1C(=O)C2C3C=CC(C3)C2C1=O)c1cccc(Cl)c1 (stereo not drawn)
-9% | -6% | -1% | Cc1ccc(S(=O)(=O)NCCC2=CCCCC2)cc1C(N)=O
-2% | -7% | 20% | COc1ccc(CCC(=O)N2CCN(C(=O)c3ccccc3)CC2)cc1
2% | -1% | -4% | Cn1c(SCc2nc3ccccc3c(=O)[nH]2)nc2ccccc21
-15% | -12% | -1% | CN(C)S(=O)(=O)CC12CCC(CC1=O)C2(C)C (stereo not drawn)
. | -9% | 4% | Cc1cc(C(=O)Nc2cccnc2Cl)on1
. | -3% | -11% | CCOc1ccc(S(=O)(=O)/N=C(/Nc2ccc(S(N)(=O)=O)cc2)c2ccccc2)cc1
21% | 1% | -5% | C/C(=N/O)c1cc(C(C)(C)C)c(O)c(C(C)(C)C)c1
-3% | -9% | 0% | CCOc1ccc(C(=O)OC2CCCN(C)C2)cc1 (stereo not drawn)
-7% | 1% | 1% | CCC1CCc2c(sc3ncnc(N4CCOCC4)c23)C1 (stereo not drawn)
. | 1% | -14% | COc1ccc2[nH]c3c(c2c1)CCN1C(=O)C(CC(=O)NCCCn2ccnc2)C[C@H](C(=O)N2CCCCC2)[C@@]31CCc1ccccc1 (stereo partly drawn)
4% | -9% | -7% | CCc1nn(C(CC)C(=O)NCc2cccc(OC)c2)c(=O)c2cc3occc3n12 (stereo not drawn)
? | -6% | 3% | C=C(C)C1CC=C(C)/C(=N\NC(=S)Nc2ccc(C)cc2)C1 (stereo not drawn)
-16% | 1% | -17% | Cn1c(=O)c2c(n3cnnc13)-c1ccccc1CC21CCCC1
2% | 2% | -1% | C[C@@H]1C[C@H](O)c2cc(Cl)ccc2N1
-13% | -3% | -2% | CC(C)C(NC(=O)C1CCC(C(C)(C)C)CC1)C(=O)NCCCN1CCCCC1 (stereo not drawn)
-10% | 1% | 6% | COC(=O)c1ccccc1NC(=O)CN1CCC(C)CC1
. | -1% | -20% | Cn1c(=O)n(C)c2cc(N3CCCC3)c(NC(=O)Nc3ccccc3)cc21
-1% | -3% | -10% | Cc1cc(=O)n(CC(C)C)c(O)c1C#N
-7% | -2% | -2% | O=C(CSc1ccccc1)NCCc1ccc(F)cc1
2% | -1% | 19% | COc1ccccc1CN1CCNC(=O)C1CC(=O)NCCCN1CCCC1=O (stereo not drawn)
? | -15% | -22% | COCCCNC(=O)c1c(N)n(-c2cccc(S(N)(=O)=O)c2)c2nc3ccccc3nc12
-20% | -19% | 18% | Cc1cc(C)cc(NCc2cc(=O)oc3cc(C)c(O)cc23)c1
-2% | 4% | -5% | CC1=NN(C(=O)c2cc(C)nn2C)C(O)(C(F)(F)F)C1 (stereo not drawn)
. | -3% | -3% | Cc1nnc(-c2cnn(C)c2N)n1Cc1ccccc1
0% | -1% | 0% | COc1ccc(Br)cc1C1N2CC3(C)CN1CC(C)(C2)C3=O (stereo not drawn)
-8% | -15% | -13% | Cn1c2ccccc2c2cnn(CC(=O)Nc3ccccc3Br)c(=O)c21
0% | -6% | ? | COCCCNC(=S)N1CCCN(c2nc3cc(C)c(C)cc3cc2C#N)CC1
-11% | -14% | -5% | O=[N+]([O-])c1ccc(Nc2nc(N/N=C/c3cccc(F)c3)nc(N3CCCC3)n2)cc1
-5% | -8% | -1% | O=[N+]([O-])c1ccc(N/N=C/c2ccccc2O)cc1
7% | -26% | 1% | CCSc1nc2c(c(=O)[nH]1)C(c1ccncc1)C(C(=O)OC(C)C)=C(C)N2 (stereo not drawn)
-11% | -10% | 3% | Cc1cc(C(=O)NCc2cccnc2)cs1
-1% | -14% | 4% | COC(=O)c1ccc(CN2C(=O)C(C)N(C(=O)c3c(F)cccc3F)c3ccccc32)cc1 (stereo not drawn)
0% | ? | 7% | NNC(=O)c1cccn(Cc2cccc(C(F)(F)F)c2)c1=O
-6% | 1% | -5% | CCOC(=O)/C(C(C)=O)=C1\OC(=O)c2ccccc21
4% | -2% | -4% | COc1ccccc1N(CC(=O)Nc1cccnc1)S(C)(=O)=O
. | 0% | 8% | C[C@@H]1CN([C@@H](C)CO)C(=O)Cc2cc(NS(=O)(=O)c3ccccc3)ccc2O[C@H]1CN(C)S(C)(=O)=O
5%[2.35 µM] | 2% | 4% | N#CC1=C(N)OC2=C(C(=O)CCC2)C1c1ccncc1 (stereo not drawn)
-1% | -8% | 2% | CCc1nnc(NC(=O)C2Cc3ccccc3C(=O)O2)s1 (stereo not drawn)

Fetched one by one from the entries so far:
N370S GC | KAT2A inh | FEN1 inhibitor | Molecule
-1% | -8% | 2% | CCc1nnc(NC(=O)C2Cc3ccccc3C(=O)O2)s1 (stereo not drawn)
5%[2.35 µM] | 2% | 4% | N#CC1=C(N)OC2=C(C(=O)CCC2)C1c1ccncc1 (stereo not drawn)

Additional results
N370S GC | KAT2A inh | FEN1 inhibitor | Molecule
-10% | -4% | -3% | CCCn1c(SCC(=O)Nc2cccc(NC(C)=O)c2)nnc1C(C)C
9% | -24% | ? | COc1cc(OC)c(-c2nn3c(-c4ccco4)nnc3s2)cc1OC
. | -9% | 1% | Cn1c(Oc2ccc(Cl)cc2)nc2c1c(=O)n(Cc1ccc(F)cc1)c(=O)n2C
-6% | 5% | . | CC1(C)OC2CC3C4CCC5=CC(=O)CCC5(C)C4(F)C(O)CC3(C)[C@]2(C(=O)CCl)O1 (stereo partly drawn)
24% | -3%[0.501 µM] | -5% | O=C(CSC1=NC(=O)C(c2ccccc2)C(=O)N1)Nc1cccc(Cl)c1 (stereo not drawn)
. | -3% | 16% | Cc1[nH]nc(C(F)(F)F)c1CCC(=O)NC1CCCCCC1
0% | 9% | -10% | O=C(COc1ncnc2ccccc12)N1CCN(c2ccccc2)CC1
. | -5% | -19% | CC(NC(=O)CN(c1ccc(Cl)cc1Cl)S(=O)(=O)c1ccccc1)c1ccccc1 (stereo not drawn)
1% | -12%&-12% | -12%&7% | CCc1ccc(NC(=O)c2cc(-c3cccs3)on2)cc1
2% | -7% | -2% | O=C(NCCCN1CCCC1=O)c1cc(NS(=O)(=O)c2ccc(F)cc2)cc(NS(=O)(=O)c2ccc(F)cc2)c1
-13% | -1% | . | Cn1cc(C(=O)N/N=C/c2cc(Br)cs2)c2ccccc21
2% | 3% | 14% | OCCC1CN(Cc2cccn2-c2cccnc2)CCN1Cc1ccccc1 (stereo not drawn)
13% | -10% | 12% | CCCn1nc2cc(C(=O)NCc3ccccc3OC)ccc2c1OCC
1% | -9% | 45% | O=C(COC(=O)COc1ccc(Cl)cc1Cl)NC1CCCC1
-7% | -16% | -24% | Cn1c(SCC(=O)Nc2nncs2)nnc1C1CC1
13% | -6% | -5% | Cc1cc(C)cc(C(=O)NCC(=O)OCC(=O)N2CCCCC2)c1
14% | -1% | -1% | CCOc1ccc(C(=O)NCc2ccco2)cc1Cl
-5% | -5% | -9% | CCCc1nc2c(s1)CCc1onc(-c3cccc([N+](=O)[O-])c3)c1-2
5% | -4% | 2% | Cc1ccc(N(CC(=O)NCc2ccco2)C(=O)CNS(=O)(=O)c2ccccc2)c(C)c1
-11% | -6% | -1% | Cc1ccnc(SCCn2c(N3CCN(Cc4ccccc4)CC3)nc3c2c(=O)[nH]c(=O)n3C)n1
. | -7% | 14% | CCC(=O)C(C#N)(c1ccc(OC)c(OC)c1)C(C)C (stereo not drawn)
-9% | -5% | -8% | COc1ccc(-c2cc(=O)oc3cc(OC(C)C(=O)O)ccc23)cc1 (stereo not drawn)
